Wnt act = Wnt/beta-catenin pathway activation | Wnt/beta-catenin reporter cell assay, activator, plate reader | activation, % at 9.35 µM | actives 1.2% (n = 300,000) | AID 743398; in the data active means activation above about 30%, passing the limit was not always enough;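 further: 0% = neutral control wells and 100% = positive control wells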
Pemphigus Ab inh = human desmoglein-3 autoantibody binding inhibition | actives 0.48% (n = 310,000) | binding (percent of control), % at 10 µM | P32926 | DSG3-coupled beads, scFv-anti-DSG3-GFP binding, flow cytometry; hits give low values;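 active means binding more than 3 SD below its plate's average and above zero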;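 further: hits lower antibody fragment binding to DSG3; some compounds called inactive have numbers as strong as hits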
Keap1 Nrf2 FP = Keap1-Nrf2 (human) interaction inhibition. actives 0.15% (n = 340,000). inhibition, % at 9.4 µM. Keap1 Kelch-Nrf2 peptide fluorescence polarization, 1536-well. Q14145; in the data active means inhibition above about 12%;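 further: human Keap1 Kelch domain with fluorescein labeled Nrf2 9mer peptide probe; 0% = neutral control wells and 100% = peptide positive control; higher means more block of Keap1 binding to Nrf2 peptide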
RTF Ca sens inh = cardiac RTF calcium desensitization; P19429+P45379; actives 0.12% (n = 340,000); inhibition, % at 7.15 µM; IANBD-labeled cardiac RTF, Ca2+ fluorescence;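 active means inhibition above the mean inhibition of all tested compounds plus 3 SD, cut at about 17% in these data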;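 further: assay run at fixed EC70 calcium of 1.6 mM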
V-ATPase pHluor = regulators of yeast V-ATPase proton transport; S. cerevisiae, pHLuorin cytosolic pH fluorescence; response, % at 10 µM; actives 0.37% (n = 350,000); in the data active means response mostly above about 7.3%, no sharp cut-off; inactive means mostly below about 5.4%; further: actives read high; inactives centre near 0; some compounds called inactive have numbers as strong as hits; reference of the scale not given here
LANA DNA inh = blocks KSHV LANA C-terminal domain binding to DNA; MBP-C-LANA/FAM-LBS DNA binding, fluorescence polarization; inhibition, % at 9 µM; actives 0.078% (n = 340,000); AID 504423;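 active means highest replicate inhibition at or above 60% at 9 µM, even if other replicates fall short; inactive means all replicates below 60% inhibition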;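 further: 0% = neutral control wells and 100% = 4 µM acridine orange control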
MOR-DOR inv ag = mu-delta opioid heterodimer inverse agonism; AID 504357; cell-based MOR-DOR heterodimer luminescence; inhibition, % at 9.3 µM; actives 0.21% (n = 340,000); P35372+P41143; in the data active means inhibition above about 22%, passing the limit was not always enough;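 further: 0% = cells with DMSO and 100% = wells without cells with DMSO; values of inactives mirror those of a sister screen read the other way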
Target sequence (P35372 whole entry, looked up): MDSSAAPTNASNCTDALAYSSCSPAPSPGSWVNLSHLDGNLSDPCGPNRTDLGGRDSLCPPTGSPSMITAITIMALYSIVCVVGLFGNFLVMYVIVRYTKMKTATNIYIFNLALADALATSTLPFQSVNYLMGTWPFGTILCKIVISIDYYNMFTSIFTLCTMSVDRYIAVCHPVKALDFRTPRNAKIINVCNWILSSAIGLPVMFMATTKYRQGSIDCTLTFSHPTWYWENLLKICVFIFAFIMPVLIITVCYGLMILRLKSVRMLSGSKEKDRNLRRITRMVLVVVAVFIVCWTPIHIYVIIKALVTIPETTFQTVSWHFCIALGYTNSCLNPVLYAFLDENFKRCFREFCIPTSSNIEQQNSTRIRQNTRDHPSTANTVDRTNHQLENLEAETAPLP
Target sequence (P41143 whole entry, looked up): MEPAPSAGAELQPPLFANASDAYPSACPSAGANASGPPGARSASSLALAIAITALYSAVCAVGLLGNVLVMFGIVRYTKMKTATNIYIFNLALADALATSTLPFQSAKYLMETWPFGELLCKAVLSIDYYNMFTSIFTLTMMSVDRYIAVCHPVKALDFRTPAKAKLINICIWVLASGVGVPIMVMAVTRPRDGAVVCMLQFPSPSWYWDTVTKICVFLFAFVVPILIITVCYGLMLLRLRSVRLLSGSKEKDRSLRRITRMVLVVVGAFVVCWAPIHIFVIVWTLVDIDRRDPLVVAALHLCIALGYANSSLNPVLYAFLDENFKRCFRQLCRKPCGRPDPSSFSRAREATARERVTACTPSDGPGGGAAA
MOR-DOR ag = OPRM1-OPRD1 heterodimerization agonism | P35372+P41143 | cells, luminescence | activation, % at 9.3 µM | actives 0.3% (n = 340,000); in the data active means activation above about 18%;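 further: 0% = vehicle-treated cells and 100% = reference agonist; values of inactives mirror those of a sister screen read the other way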
cardiac RTF act = cardiac RTF calcium sensitization. P19429+P45379. IANBD-labeled TnC RTF fluorescence at EC20 calcium; 0% EC20 calcium, 100% full calcium. activation, % at 7.2 µM. actives 0.24% (n = 340,000). AID 493008;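 active means activation above the mean over all tested compounds plus 3 SD, cut at about 30% in these data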;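 further: rise in fluorescence read as greater calcium sensitivity of cardiac thin filaments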
Arr AP2 block = blocks beta-arrestin peptide binding to AP2 adaptin; FITC-arrestin peptide / GST-AP2 beads, flow cytometry; AP2 beta2 appendage carries R879A mutation; inhibition, % at 10 µM; actives 0.31% (n = 340,000);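 active means inhibition above a set limit, near 3 SD of compounds lacking own fluorescence, cut at about 54% in these data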;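 further: plate controls were DMSO wells for no effect and 5 µM unlabelled arrestin peptide for full effect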
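System: GST-AP2 R879A bound to glutathione beads, E. coli-expressed. Also added: 50 nM FITC-arrestin peptide. Schedule: compound with beads 12 min RT, then probe 1 h RT. Signal: bead flow cytometry, FITC channel. Read-out basis: percent response.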
Numbers without * were called inactive; nt = no result given.

SMILES	Wnt act	Pemphigus Ab inh	Keap1 Nrf2 FP	RTF Ca sens inh	V-ATPase pHluor	LANA DNA inh	MOR-DOR inv ag	MOR-DOR ag	cardiac RTF act	Arr AP2 block
COc1ccc(/C=C2/C(=O)N(c3nc4ccccc4s3)N=C2CSc2ccc(Cl)cc2)cc1	5	62	-6	2	-3	0.5	-1	0.2	5	-1
CCC(=O)Nc1nc2nc(-c3ccccc3)cc(-c3ccccc3)n2n1	-4	nt	0	0	1	1.1	12	-2.0	6	-1
O=[N+]([O-])c1ccc(N2CCN(C(=S)c3cccc([N+](=O)[O-])c3)CC2)cc1	-2	98	-2	-7	-1	-1.7	-7	1.2	-5	-6
COc1ccc(OCCCCc2c(C)n[nH]c2C)cc1	-1	113	-1	-5	4	-0.1	7	-1.4	4	32
Cc1ccc(C(C)(C)C)cc1S(=O)(=O)Nc1cccc(S(=O)(=O)NC2=NCCC2)c1	-3	105	-3	9	0	-0.3	12	-2.4	8	18
Cc1cccc(C)c1OC(=O)Cc1ccccc1[N+](=O)[O-]	-2	98	-4	1	-3	-1.0	13	-2.4	-2	4
CC(=O)Nc1ccc(S(=O)(=O)NC(=O)C23CC4CC(CC(C4)C2)C3)cc1	-8	98	-3	-1	3	0.4	-10	1.8	1	-2
O=C(COC(=O)CNC(=O)c1ccc(Cl)c([N+](=O)[O-])c1)NNC(=O)c1ccccc1F	7	nt	4	-2	7	-0.9	10	-2.5	2	-9
COc1ccc(Cc2nc(C(=O)Nc3ccc(F)cc3)cs2)cc1	-2	88	2	-2	-45	0.1	-13	2.4	-3	-5
COc1ccc(/C=C2\SC(=O)N(CC(=O)NCCCn3ccnc3)C2=O)cc1	3	nt	0	2	2	-1.5	13	-2.3	-1	27
CCOc1ccccc1NC(=O)N1CCC(NC(=O)c2cccc(C)c2)CC1	-3	108	0	-5	0	0.1	2	-0.3	5	0
O=C(NCCN1CCOCC1)c1cc(=O)[nH]c2ccc(Br)cc12	nt	105	0	-5	-1	-1.9	4	-0.7	-2	17
COC(=O)Nc1nnc(SCc2ccc(C)cc2)s1	-3	101	-7	-3	-6	-1.4	-29	5.4	-7	-6
C=CCn1cccc(C(=O)Nc2ccc(N(C)C)cc2)c1=O	19	99	-5	-2	0	-0.7	4	-0.7	-6	3
COc1ccc(NC(=O)COC(=O)c2ccc(NS(=O)(=O)/C=C/c3ccccc3)cc2)cc1	-7	101	-5	-17	-3	-1.4	-4	0.6	-2	-8
Cn1c(SCc2nnc(-c3ccccc3)o2)nc2ccccc21	-1	95	-7	-11	-2	-0.8	12	-2.1	2	-4
COc1ccc(C2(OC)Oc3cc(OC)ccc3C(=O)C2(O)OC)cc1 (centres undefined)	-2	nt	10	-10	-14	0.5	0	0.0	-7	6
[N-]=[N+]=NC1CC(CO)OC1n1ccc(=O)[nH]c1=O (centres undefined)	-3	106	-1	-3	0	-0.1	12	-2.4	-6	10
Cc1ccc(Cl)cc1N1CCN(Cc2nnnn2C2CCCCC2)CC1	nt	nt	-2	-1	0	-1.3	-2	0.6	-1	-3
Cc1nc(SCC(=O)Nc2nc3ccccc3s2)n[nH]1	12	nt	-3	0	1	0.0	13	-2.4	-1	31
Cc1cccc(C(=O)N/C(=C\c2ccco2)C(=O)N2CCCC2)c1	-5	98	-5	-7	1	2.3	17	-3.2	-3	3
CCOC(=O)c1sc(=NC(=O)c2c(F)cccc2F)n(C)c1C	13	99	-1	4	2	-2.1	14	-2.6	-16	23
Cc1ccc(OC(=O)CCC(=O)Nc2ccc(C)c(C)c2)cc1	7	nt	0	0	0	1.8	16	-3.3	-1	-6
O=C(O)CCn1[nH]c(=O)ccc1=O	nt	100	5	-3	1	0.9	11	-2.0	-4	-5
O=C(Cc1ccccc1F)NNC(=O)c1ccncc1	-2	nt	-6	-1	2	9.8	-6	1.1	3	-4
COC(=O)c1ccccc1NC(=O)Cn1cnc2c(cnn2-c2ccccc2)c1=O	-2	96	-6	0	-1	1.0	-1	0.2	0	-4
Cc1ccc2cc(CN(Cc3ccco3)C(=O)c3cccs3)c(=O)[nH]c2c1	nt	102	-8	-8	3	0.5	4	-0.6	-3	-2
CCNC(=S)N(CCc1cccc(C)c1)Cc1cc2cc(OC)c(OC)cc2[nH]c1=O	nt	99	-3	2	0	0.7	10	-2.0	2	31
CCCCC1=CC2=C(c3ccco3)C(=O)C(C)(OC(=O)c3ccc(OC)cc3)C(=O)C2=CN1c1ccc(OC)cc1 (centres undefined)	-2	97	2	-6	-2	2.1	7	-1.4	6	8
O=C(NCc1ccccc1F)c1ccc2c(c1)OCCO2	2	112	-2	-20	3	1.2	4	-0.8	-2	24
c1csc(Cn2nnnc2CN2CCN(c3nc4ccccc4s3)CC2)c1	-3	100	0	-1	0	2.1	0	0.0	-8	4
CN(C)CCCNC(=S)NCc1ccc(Cl)cc1	nt	123	-4	0	-3	1.2	-6	1.1	7	3
CC(C)(C)c1nc(SCC(=O)NCc2cccs2)c2ccccc2n1	-1	102	0	0	-1	0.3	9	-1.7	1	-4
CCCC(=O)Nc1c2c(nn1-c1cccc(C)c1C)CS(=O)(=O)C2	2	106	-4	-2	-1	0.6	7	-1.5	-1	5
O=C(NCc1cccc(Cl)c1)c1cc(=O)[nH]c2ccccc12	3	nt	2	9	3	-2.0	5	-0.8	-7	17
O=C(c1cc(-c2ccc(F)cc2)on1)N1CCCCCC1	-4	nt	-2	-10	-2	0.4	14	-2.1	1	18
Cc1cccc(NS(=O)(=O)c2cccs2)c1	nt	96	-4	0	5	-0.1	16	-2.8	-1	44
CC(C)CNC(=O)COC(=O)CCC(=O)c1cccs1	-2	111	-1	-5	-3	-0.7	8	-1.1	-10	0
COCCn1c(C)cc(C(=O)COC(=O)c2ccc(S(=O)(=O)N(C)C)cc2)c1C	-2	94	-1	0	-5	0.7	3	-0.7	-2	3
O=C(CC1C(=O)NCCN1Cc1cccc(F)c1)NC1CCCCCC1 (centres undefined)	-2	104	-5	-6	0	-0.2	20	-3.8	-4	3

One compound at a time (already shown). Order of screens: Wnt act	Pemphigus Ab inh	Keap1 Nrf2 FP	RTF Ca sens inh	V-ATPase pHluor	LANA DNA inh	MOR-DOR inv ag	MOR-DOR ag	cardiac RTF act	Arr AP2 block
CCCC(=O)Nc1c2c(nn1-c1cccc(C)c1C)CS(=O)(=O)C2 in the list: 2	106	-4	-2	-1	0.6	7	-1.5	-1	5
O=C(c1cc(-c2ccc(F)cc2)on1)N1CCCCCC1 in the list: -4	nt	-2	-10	-2	0.4	14	-2.1	1	18
O=C(NCc1cccc(Cl)c1)c1cc(=O)[nH]c2ccccc12 in the list: 3	nt	2	9	3	-2.0	5	-0.8	-7	17

(listing goes on)
SMILES	Wnt act	Pemphigus Ab inh	Keap1 Nrf2 FP	RTF Ca sens inh	V-ATPase pHluor	LANA DNA inh	MOR-DOR inv ag	MOR-DOR ag	cardiac RTF act	Arr AP2 block
CC(C)C(C(=O)Nc1ccc2c(c1)OCCOCCOCCOCCO2)N1C(=O)c2ccccc2C1=O (centres undefined)	-2	101	-2	-29	-2	-1.9	-6	0.8	1	4
O=C(CSc1nc2ccccc2c(=O)n1Cc1ccco1)c1ccc(F)cc1	nt	86	-3	-23	2	-0.2	-9	1.6	1	-13
CC(C)CCOc1ccc(C2(C)NC(=O)NC2=O)cc1 (centres undefined)	0	103	1	0	-2	1.0	8	-1.7	3	11
O=C(Nc1nccs1)c1ccccc1N=Cc1ccccc1	nt	nt	4	-5	3	2.9	9	-2.0	-6	3
CCCc1cc2c(=O)c(-c3cscn3)c(C(=O)OCC)oc2cc1O	-4	99	3	-3	0	2.3	11	-2.4	0	-9
O=C(/C=C/c1ccccc1)N1CCN(CCN2C(=O)c3cccc4cccc(c34)C2=O)CC1	-3	98	-4	-7	0	-0.2	9	-1.5	-6	10
COc1ccccc1N1CCN(S(=O)(=O)c2ccc3c4c(cccc24)C(=O)N3)CC1	-1	103	-2	4	-3	1.3	-19	3.4	3	4
COc1ccc2cc(C3(C)NC(=O)N(CC(=O)Nc4c(C)n(C)n(-c5ccccc5)c4=O)C3=O)ccc2c1 (centres undefined)	-1	87	1	-42	2	-3.3	3	-0.6	6	-5
CC(=C/c1ccccc1)/C=N/n1c(C)n[nH]c1=S	-3	111	-1	-11	2	-0.8	-7	1.4	0	24
CC(=O)c1c(C)[nH]c(C(=O)COC(=O)C2CC2)c1C	2	97	0	5	-10	2.2	13	-2.4	-2	-4

Shown as comma-separated lines: 3 of the compounds above
mol,Wnt act,Pemphigus Ab inh,Keap1 Nrf2 FP,RTF Ca sens inh,V-ATPase pHluor,LANA DNA inh,MOR-DOR inv ag,MOR-DOR ag,cardiac RTF act,Arr AP2 block
CCOC(=O)c1sc(=NC(=O)c2c(F)cccc2F)n(C)c1C,13,99,-1,4,2,-2.1,14,-2.6,-16,23
Cc1ccc(OC(=O)CCC(=O)Nc2ccc(C)c(C)c2)cc1,7,nt,0,0,0,1.8,16,-3.3,-1,-6
O=C(O)CCn1[nH]c(=O)ccc1=O,nt,100,5,-3,1,0.9,11,-2.0,-4,-5

More entries.
SMILES	Wnt act	Pemphigus Ab inh	Keap1 Nrf2 FP	RTF Ca sens inh	V-ATPase pHluor	LANA DNA inh	MOR-DOR inv ag	MOR-DOR ag	cardiac RTF act	Arr AP2 block
O=C(NC(=S)Nc1ccccc1O)c1cncc(Br)c1	7	nt	0	-4	8	1.8	41*	-8.3	3	34
O=[n+]1c2c(n([O-])c3cc(F)c(N4CCCC4)cc31)CCCC2	nt	107	-18	-84	2	39	11	-1.8	79*	8
Cc1cc(C)cc(OCC(=O)OCC(=O)NCc2cccs2)c1	-8	98	-5	-9	5	-0.2	-23	3.2	-4	2
COc1ccc(/C=C/c2c([N+](=O)[O-])c(=O)n(C)c(=O)n2C)c(OC)c1OC	-3	106	0	-7	1	-0.9	17	-3.3	1	16
COCCCn1c(C)c(C(C)=O)cc(NC(=O)c2ccccc2)c1=O	-2	101	-6	-3	2	3.8	6	-1.2	1	11

Exported as a markdown table: part of the list above.
| SMILES | Wnt act | Pemphigus Ab inh | Keap1 Nrf2 FP | RTF Ca sens inh | V-ATPase pHluor | LANA DNA inh | MOR-DOR inv ag | MOR-DOR ag | cardiac RTF act | Arr AP2 block |
| --- | --- | --- | --- | --- | --- | --- | --- | --- | --- | --- |
| O=C(NC(=S)Nc1ccccc1O)c1cncc(Br)c1 | 7 | nt | 0 | -4 | 8 | 1.8 | 41* | -8.3 | 3 | 34 |
| O=[n+]1c2c(n([O-])c3cc(F)c(N4CCCC4)cc31)CCCC2 | nt | 107 | -18 | -84 | 2 | 39 | 11 | -1.8 | 79* | 8 |
| Cc1cc(C)cc(OCC(=O)OCC(=O)NCc2cccs2)c1 | -8 | 98 | -5 | -9 | 5 | -0.2 | -23 | 3.2 | -4 | 2 |
| COc1ccc(/C=C/c2c([N+](=O)[O-])c(=O)n(C)c(=O)n2C)c(OC)c1OC | -3 | 106 | 0 | -7 | 1 | -0.9 | 17 | -3.3 | 1 | 16 |
| COCCCn1c(C)c(C(C)=O)cc(NC(=O)c2ccccc2)c1=O | -2 | 101 | -6 | -3 | 2 | 3.8 | 6 | -1.2 | 1 | 11 |
